Compound activity deposited in PubChem BioAssay by The Scripps Research Institute Molecular Screening Center.
TAAR1 antagonist – antagonists of human TAAR1 | Q96RJ0 | CHO RD-HGA16 TAAR1, Fluo-8 calcium fluorescence, antagonist | inhibition, % at 3 µM | 1.5% of 360,000 active;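 active = inhibition above a per-plate cutoff, the mean inhibition of test compounds on that plate plus 3 SD, cut at about 49% in these data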;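 note: 0% = DMSO plus EC80 beta-PEA response and 100% = DMSO alone without agonist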
Target sequence (Q96RJ0 whole entry, looked up): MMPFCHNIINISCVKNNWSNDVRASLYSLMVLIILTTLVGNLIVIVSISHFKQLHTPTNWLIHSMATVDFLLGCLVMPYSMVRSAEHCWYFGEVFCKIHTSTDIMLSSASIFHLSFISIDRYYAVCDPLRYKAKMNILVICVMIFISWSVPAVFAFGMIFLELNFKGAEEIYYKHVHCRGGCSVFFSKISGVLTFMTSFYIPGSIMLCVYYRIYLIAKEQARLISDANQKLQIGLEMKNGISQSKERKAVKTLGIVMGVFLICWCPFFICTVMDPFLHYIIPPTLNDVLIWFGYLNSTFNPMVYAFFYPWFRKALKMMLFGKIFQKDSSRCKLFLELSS
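Assay system: CHO-derived RD-HGA16 cells stably expressing human TAAR1 plus Gα16. Timing: 140 s kinetic read after compound, 140 s after agonist. Technique: kinetic Fluo-8 calcium fluorescence measurement. Measure: % inhibition of agonist calcium response.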
CHO parental Ca – counter-screen for OX1R antagonists: effect in parental CHO cells | inhibition, % at 5.6 µM | parental CHO-K1, ATP-induced calcium, Fluo-8 fluorescence | 0.63% of 330,000 active | AID 463079;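 active = inhibition above that plate's mean sample inhibition plus 3 SD, cut at about 26% in these data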;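 note: 0% = ATP-challenged DMSO wells and 100% = DMSO wells without ATP; some compounds past the cut are filed as inactive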
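Test system: untransfected parental CHO cell line. Compound: one dose, 5.6 µM nominal. Detection: intracellular calcium via Fluo-8 no-wash fluorescent dye. Measure: % inhibition. Benchmarks: ATP-challenged DMSO wells low, unchallenged DMSO wells high.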
M1 ag parental – M1 agonist counterscreen hit in parental CHO-K1 cells | activation, % at 3 µM | Fluo-8 calcium fluorescence; scaled to maximal ATP response, vehicle zero | 0.48% of 360,000 active | AID 602248; in the data active = activation above about 15%;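 note: untransfected CHO-K1 host cells lacking M1 receptor as counterscreen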
CHO-K1 Ca PAM – counter-screen for M1 PAMs: effect in parental CHO-K1 cells; ATP EC20, Fluo-8 calcium fluorescence; 0% at ATP EC20, 100% at ATP max; activation, % at 3 µM; 0.02% of 360,000 active;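 active = activation above the run cutoff, the mean activation of all test compounds plus 3 SD, cut at about 40% in these data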;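 note: peak over basal fluorescence ratio in a 140 s read after ATP addition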
TAAR1 agonist – agonists of human TAAR1; CHO RD-HGA16 TAAR1, Fluo-8 calcium fluorescence; vehicle wells 0%, saturating PEA agonist 100%; 0.99% of 360,000 active; activation, % at 3 µM; AID 624467; Q96RJ0;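 active = activation above the mean activation of all test compounds in the run plus 3 SD, cut at about 38% in these data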
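Test system: RD-HGA16 (CHO) cells co-expressing Gα16 and hTAAR1; dosing: one-point dosing at 3 µM (nominal); timing: 17-24 h seeding, 75 min 37 °C dye, 30 min RT; signal: kinetic Fluo-8 calcium fluorescence; read-out basis: % activation relative to PEA EC100 response; controls: DMSO and PEA EC100; replicates: n 1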
CHRM1 agonist – agonists of human M1 muscarinic receptor; P11229; 0.33% of 360,000 active; activation, % at 3 µM; CHO-K1 hM1, Fluo-8 calcium fluorescence, agonist mode; 0% DMSO, 100% acetylcholine EC100;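 active = activation above the run's mean compound activation plus 3 SD, cut at about 16% in these data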;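 note: peak over basal fluorescence ratio within a 140 s kinetic read after compound addition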
CHO-K1 Ca antag – counter-screen for M1 antagonists: effect in parental CHO-K1 cells; ATP-induced calcium, Fluo-8 fluorescence; inhibition, % at 3 µM; 0.6% of 360,000 active; AID 602250;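 active = inhibition above a per-plate cutoff, the plate's mean sample inhibition plus 3 SD, cut at about 24% in these data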;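 note: 0% = DMSO plus EC80 ATP and 100% = DMSO alone without ATP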
OXTR potentiate – human OXTR potentiation | P30559 | CHO-OTR cells, Fluo-8 calcium fluorescence, potentiator mode; 0% = oxytocin EC15, 100% = EC100 | activation, % at 3 µM | 0.061% of 320,000 active | AID 2445;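 active = activation above that plate's cutoff, the mean activation of tested compounds plus 3 SD, cut at about 6.6% in these data, passing the limit was not always enough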;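 note: 100% uses oxytocin at 75 nM as the full agonist control; some results filed as inactive read as strong as hits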
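System: human OTR in CHO cells / Also added: sub-maximal oxytocin, roughly EC15 / Control set: EC15 oxytocin low, 75 nM oxytocin high / Schedule: 6 min compound pre-incubation at room temperature, 100 s kinetic read / Compound: single-point 3.0 µM / Replication: singlicate / Technique: Fluo-8 calcium dye fluorescence / Read-out basis: % activation of max/min ratio relative to oxytocin controls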
V1R ag counter – V1a receptor agonism, counter-screen for OXTR agonists | P37288 | CHO-V1R cells, Fluo-8 calcium fluorescence, agonist mode; 0% DMSO, 100% 3 nM vasopressin | activation, % at 3 µM | 0.25% of 320,000 active | AID 2797;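 active = activation above the mean activation of all tested compounds plus 3 SD, per screening run, cut at about 20% in these data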;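 note: signal is peak over basal fluorescence ratio across a 100 second FLIPR read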
Target sequence (P37288 whole entry, looked up): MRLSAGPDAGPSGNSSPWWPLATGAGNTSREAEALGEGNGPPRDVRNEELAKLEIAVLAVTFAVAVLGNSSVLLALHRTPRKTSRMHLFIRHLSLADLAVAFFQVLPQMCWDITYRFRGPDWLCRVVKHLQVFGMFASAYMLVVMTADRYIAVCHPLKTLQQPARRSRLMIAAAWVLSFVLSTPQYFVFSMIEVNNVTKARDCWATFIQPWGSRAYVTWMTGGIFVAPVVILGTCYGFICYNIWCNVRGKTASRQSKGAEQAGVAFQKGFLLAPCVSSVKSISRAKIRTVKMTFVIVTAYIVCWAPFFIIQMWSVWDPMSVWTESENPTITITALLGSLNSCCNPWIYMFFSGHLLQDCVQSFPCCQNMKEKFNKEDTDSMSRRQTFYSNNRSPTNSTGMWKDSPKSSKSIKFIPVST
* = called active by the depositor; x = not tested or not shown.

SMILES	TAAR1 antagonist	CHO parental Ca	M1 ag parental	CHO-K1 Ca PAM	TAAR1 agonist	CHRM1 agonist	CHO-K1 Ca antag	OXTR potentiate	V1R ag counter
CN(Cc1nccn1C)C(=O)CC1C(=O)NCCN1Cc1ccccc1C(F)(F)F (configuration not stated)	4	-1	0.9	-2	0	-5	-9	-6	0.8
Cc1cccc(C)c1NC(=O)CCCSc1nnc(-c2ccco2)n1-c1ccccc1	9	-12	2.7	13	10	-4	-3	-11	-1.0
COc1cc2c(cc1OC)-c1cc(OCc3cccnc3)nc(=O)n1CC2	1	x	0.2	12	1	-4	3	x	x
O=C(CSc1ccc2nnc(-c3ccncc3)n2n1)Nc1ccc2c(c1)OCCO2	-18	-13	0.0	14	1	-4	0	-9	1.6
CCn1c(C)nc2cc(C(=O)NNC(=O)[C@@H](NC(=O)c3cc(OC)cc(OC)c3)C(C)C)ccc21	-11	-9	4.2	6	1	-2	-10	8	0.6
CN1CCN(C(=S)c2cn(Cc3ccccc3F)c3ccccc23)CC1	-5	-7	2.4	19	15	10	-17	-10	1.2
COc1ccc(C(=O)Nc2cc(C)ccc2NC(=O)COc2ccccc2)cc1	1	-8	1.0	24	7	-4	-18	-14	0.8
Cn1c(-c2ccc3c(c2)OCO3)cc(=O)c2ccccc21	2	-14	-0.1	-14	-1	-9	1	0	0.7
O=C(CN1C(=O)NC2(CCCC2)C1=O)Nc1ccccc1N1CCCC1	-6	-8	2.1	14	1	-1	-13	-4	-1.1
CCc1ccc(N/C(SCc2ccccc2C)=C(/C#N)C(=O)NCc2ccco2)cc1	51*	7	0.8	-1	1	-1	4	-7	4.4

Some of the entries above in a different format.
Screens in order: TAAR1 antagonist	CHO parental Ca	M1 ag parental	CHO-K1 Ca PAM	TAAR1 agonist	CHRM1 agonist	CHO-K1 Ca antag	OXTR potentiate	V1R ag counter
CN(Cc1nccn1C)C(=O)CC1C(=O)NCCN1Cc1ccccc1C(F)(F)F (configuration not stated)
→ 4	-1	0.9	-2	0	-5	-9	-6	0.8
CCn1c(C)nc2cc(C(=O)NNC(=O)[C@@H](NC(=O)c3cc(OC)cc(OC)c3)C(C)C)ccc21
→ -11	-9	4.2	6	1	-2	-10	8	0.6

(next part)
SMILES	TAAR1 antagonist	CHO parental Ca	M1 ag parental	CHO-K1 Ca PAM	TAAR1 agonist	CHRM1 agonist	CHO-K1 Ca antag	OXTR potentiate	V1R ag counter
CCOc1cc(C(=S)N2CCOCC2)ccc1OS(=O)(=O)c1ccc(Br)cc1	-1	-15	2.1	-4	13	-1	-4	0	2.0
CC(N=C1NS(=O)(=O)c2ccccc21)C(=O)NCc1ccncc1 (configuration not stated)	-22	x	-0.2	1	2	-2	15	x	x
CC(=O)Nc1cccc(NC(=O)CSc2nnc3ccc(-c4cccnc4)nn23)c1	-8	5	-0.4	-9	2	2	2	-12	-1.0
N#Cc1ccsc1NC(=O)COC(=O)c1cc(Br)ccc1O	-21	-10	4.6	11	7	6	-7	-1	4.1
Cc1cccc(-n2ncc3c(NCc4ccccn4)ncnc32)c1	-8	-6	0.6	9	1	-2	-11	-2	0.9
O=C(COC(=O)c1cc(-c2ccc(F)cc2)nc2ccccc12)NCC1CCCO1 (configuration not stated)	30	-27	3.7	17	8	-5	-2	-11	-0.8
CCOC(=O)C1CCCN(C(=O)c2ccc(S(=O)(=O)Nc3ccccc3OC)cc2)C1 (configuration not stated)	-1	-23	2.4	6	-3	2	-4	-4	3.5
CCn1c(N2CCN(S(=O)(=O)c3ccc(OC)cc3)CC2)nc2ccccc21	49*	5	12	-14	34	-5	13	-24	13
CCC(C)NS(=O)(=O)c1ccc(OCC(=O)NCc2ccc(OC)cc2)cc1 (configuration not stated)	1	-12	2.0	-8	7	-4	7	-8	-0.2
Cc1nn(-c2ccccc2)c(N2CCCC2)c1/C=N/NC(=O)c1cc(-c2ccccn2)nc2ccccc12	48	-35	2.4	16	3	-9	5	-5	-1.3
O=C(OC1CCOC1=O)c1ccc2ncsc2c1 (configuration not stated)	-18	5	0.8	15	1	-3	-6	-12	0.1
C#CCOCCOCCOCCNc1nc(N2CCN(C(=O)[C@H](CO)n3cc([C@@H](N)C(C)C)nn3)CC2)nc(N2CCN(C(=O)[C@H](CCCCN)n3cc([C@@H](N)[C@H](C)CC)nn3)CC2)n1	-16	-2	1.2	12	12	-13	-18	4	0.0
Cc1c(Cl)c([N+](=O)[O-])nn1CCCC(=O)Nc1ccc(Cl)cc1Cl	-1	0	1.8	19	4	-8	-15	-2	0.8
CCc1ccc(Oc2coc3cc(O)ccc3c2=O)cc1	-18	6	1.9	12	-1	-5	-10	-20	1.5
Cc1ccc(NS(=O)(=O)c2cc(OCC(N)=O)c(C)cc2Cl)cc1C	10	-13	1.0	-4	9	8	10	-15	4.4
O=C(N=C1SC2CS(=O)(=O)CC2N1c1ccccc1C(F)(F)F)C1CCCO1 (configuration not stated)	-17	-3	1.0	17	2	0	-8	-7	0.4
Cc1ccc(CNC(=O)C(=O)NCC2CCCO2)cc1 (configuration not stated)	-14	2	0.4	-7	4	-1	12	-1	0.8
Cc1ccc(O)c(C2=Nc3ccccc3N=C(c3ccc([N+](=O)[O-])cc3)C2)c1	23	-4	0.4	-1	41*	0	14	2	-0.4
CC1(c2nnnn2Cc2ccccc2)CCC(=O)N1c1ccc(N2CCOCC2)cc1 (configuration not stated)	-14	x	0.2	1	2	x	15	x	x
CC(=O)N1c2ccc(S(=O)(=O)NC(CC(=O)O)c3ccc(Br)cc3)cc2CC1C (configuration not stated)	-1	-3	0.4	23	-1	-6	-5	0	1.5
COc1ccc(/C(N)=N/OC(=O)c2cccc([N+](=O)[O-])c2C)cc1	-24	-2	0.9	25	3	-4	-17	-16	0.5
CCOC(=O)C1CCN(C(=O)C2CCC(=O)N(Cc3cccc(C(F)(F)F)c3)C2)CC1 (configuration not stated)	-13	-13	0.0	-23	1	-3	7	-3	0.2
CC(=O)Nc1ccc2c(c1)nc1n2CCN(C2CCCCC2)C1	-12	x	0.5	21	1	-5	-10	x	x
O=C(Cc1ccccc1[N+](=O)[O-])NCCc1ccc(F)cc1	2	-9	0.5	15	-1	0	0	-3	0.1
COCC(C)n1c(SCC(=O)NC2CCCCC2C)nc2ccccc2c1=O (configuration not stated)	0	-16	-0.7	5	6	-1	-5	-5	-1.9
COc1ccc(NS(=O)(=O)c2cccc(C(=O)NNC(=O)CNC(=O)c3ccccc3F)c2)cc1	-17	0	1.8	28	2	-2	-4	4	-0.9
O=C(Cc1ccc(F)cc1)OCC(=O)c1cc2ccccc2o1	4	-14	0.6	24	6	-2	-3	-3	-0.2
CCCCCCNc1c([N+](=O)[O-])c(=O)sc2ccccc12	6	22	7.5	-7	11	-2	1	-5	5.8
CN(C)CC(C)(C)CNS(=O)(=O)c1cccc2nsnc12	-2	-3	0.2	-12	2	-12	12	2	-0.3
CCOc1ccc(NC(=O)N2CCN(c3nc4ccccc4s3)CC2)cc1	14	6	5.0	17	7	-2	-6	-18	4.0

Full records, looked up by structure. Screens in order: TAAR1 antagonist | CHO parental Ca | M1 ag parental | CHO-K1 Ca PAM | TAAR1 agonist | CHRM1 agonist | CHO-K1 Ca antag | OXTR potentiate | V1R ag counter
Record of `O=C(Cc1ccc(F)cc1)OCC(=O)c1cc2ccccc2o1` : 4 | -14 | 0.6 | 24 | 6 | -2 | -3 | -3 | -0.2
Record of `CCOc1ccc(NC(=O)N2CCN(c3nc4ccccc4s3)CC2)cc1` : 14 | 6 | 5.0 | 17 | 7 | -2 | -6 | -18 | 4.0

(more compounds)
SMILES	TAAR1 antagonist	CHO parental Ca	M1 ag parental	CHO-K1 Ca PAM	TAAR1 agonist	CHRM1 agonist	CHO-K1 Ca antag	OXTR potentiate	V1R ag counter
O=C(COC(=O)c1ccc2c(c1)OCO2)Nc1ccccc1OC(F)F	-1	-9	0.2	-13	31	-4	1	-6	1.3
CNc1oc(Cc2ccccc2)nc1S(=O)(=O)c1ccccc1	x	2	0.1	-6	x	1	16	-3	0.6
COc1ccc(-c2nn(-c3ccccc3)cc2C(=O)NC2CC2)cc1	-6	-10	1.1	21	2	-4	-12	-1	0.4
CSc1nsc(NC(=O)CCNC(=O)c2ccc([N+](=O)[O-])cc2)n1	0	4	4.2	4	-1	-4	-13	-2	4.4
Cc1nc(N2CCOCC2)[nH]c(=O)c1CCC(C)C	2	-10	0.0	5	7	-3	-1	-5	0.0
Clc1cccc(/C=N\Nc2nccs2)c1	-14	-28	0.0	-9	17	-3	17	-15	-0.9
Cc1ccc(C(=O)Nc2nc(=O)n(C(=O)CC(C)C)s2)cc1	-17	-14	1.4	-3	1	-3	-1	-5	3.0
Cc1nc(SCC(=O)Nc2cc(C)on2)c2c(C)c(C)sc2n1	8	-15	-0.2	-13	0	-2	3	-3	-0.4
CC(C)c1ccc(N(C(=O)c2csnn2)C(C(=O)NC2CCCC2)c2ccncc2)cc1 (configuration not stated)	3	-17	0.1	7	-3	-2	-10	-5	-0.3
Cc1ccsc1CN(C)C(=O)CN1C(=O)NC2(CCCCC2C)C1=O (configuration not stated)	9	-28	3.2	6	0	-5	-8	-2	0.5
COCC(=O)N(Cc1cc2cc(OC)ccc2[nH]c1=O)c1ccccc1	-4	-4	0.5	14	4	-3	-4	-13	-0.5
O=C(Cn1cc(SCc2ccccc2Cl)c2ccccc21)N1CCOCC1	39	-19	5.5	12	12	-3	-9	-12	3.2
O=C(N/N=C/C=C/c1cccc([N+](=O)[O-])c1)c1ccncc1	-10	-8	4.0	-7	3	-1	-10	-8	0.1
N/C(=N\OC(=O)c1ccccc1)C(C(=O)NOC(=O)c1ccccc1)C1CCCCC1 (configuration not stated)	-9	x	1.0	11	1	-3	-14	x	x
O=C(Cn1ccc(C(F)(F)F)n1)N/N=C/c1ccc2c(c1)OCO2	-4	-8	0.2	0	0	1	6	-7	1.7
COc1ccc(NC(=O)COC(=O)Cn2cnc3ccccc3c2=O)c(OC)c1	1	-9	0.3	-8	-2	-3	-2	4	0.1
c1ccc(C2Oc3ccccc3C3CC(c4cccs4)=NN32)cc1 (configuration not stated)	2	-14	1.9	15	14	-5	-13	2	-0.1
O=C(N/N=C/c1ccccc1C(=O)O)c1cccc(S(=O)(=O)Nc2cc(Cl)ccc2Cl)c1	-11	-15	0.1	12	-1	-5	-11	0	0.5
Cc1ccc(S(=O)(=O)CCC(=O)Nc2nc3c(s2)CCCC3)cc1	2	-22	0.0	2	20	-3	2	-11	1.1
O=C(O)CC(NCc1ccco1)C(=O)OCCCl (configuration not stated)	-22	-11	0.7	17	14	-5	-1	0	1.4
O=C(CN1CCCCC1)Nc1c2c(nc3ccccc13)N(c1ccccc1)CC2	18	-26	4.0	2	10	-8	18	-6	0.3
